Screens from PubChem BioAssay.
GPR35 antagonists = GPR35 antagonists blocking zaprinast-driven arrestin recruitment, primary screen, imaging, U2OS, beta-arrestin-GFP, zaprinast agonist (AID 2058). 0.052% of 290,000 active. U2OS GPR35 beta-arrestin-GFP translocation imaging, zaprinast antagonism; higher % means a stronger effect. one-dose inhibition, % at 10 µM; IC50 in µM for titrated hits;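 active = inhibition of at least 50% with at least 30 cells and total cytoplasm GFP at most 10,000,000; inconclusive = under 30 cells or total GFP of 10,000,000 plus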
LYP inhibition = PTPN22 lymphoid phosphatase activity blockers – biochemical, fluorescence intensity, uHTS (AID 1779); recombinant LYP phosphatase, fluorescence intensity; higher % means a stronger effect; 0.054% of 290,000 active; one-dose inhibition, % at 11.5 µM; IC50 in µM for titrated hits; in the data active = inhibition above about 50%;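 also: plate controls were vehicle with enzyme for no effect and no enzyme for full effect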
NTR1 ag = NTR1-driven beta-arrestin-GFP spot formation – imaging, U2OS cells, high content, primary screen (AID 493036). P30989. agonist mode. activation, % at 20 µM. 0.17% of 330,000 active;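 active = activation at or above 40% of the spot to cytoplasm intensity ratio, with at least 20 cells analyzed; inconclusive = wells under 20 cells, flagged as cytotoxic or low count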;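 also: 0% = DMSO without peptide and 100% = 100 nM NTR1 peptide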
Target sequence (P30989 whole entry, looked up): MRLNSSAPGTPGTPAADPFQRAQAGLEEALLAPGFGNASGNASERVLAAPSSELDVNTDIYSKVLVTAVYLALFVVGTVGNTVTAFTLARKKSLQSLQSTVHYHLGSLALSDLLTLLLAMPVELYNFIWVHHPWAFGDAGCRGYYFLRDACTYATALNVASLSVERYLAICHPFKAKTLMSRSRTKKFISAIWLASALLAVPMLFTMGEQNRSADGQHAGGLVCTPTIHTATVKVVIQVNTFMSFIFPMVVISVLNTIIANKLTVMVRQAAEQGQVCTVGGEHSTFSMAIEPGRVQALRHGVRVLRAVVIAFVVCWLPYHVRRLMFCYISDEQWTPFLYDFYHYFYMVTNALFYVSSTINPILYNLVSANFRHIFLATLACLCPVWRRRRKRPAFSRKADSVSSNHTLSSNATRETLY
GPR55 beta-arrestin = GPR55 agonists via beta-arrestin recruitment, primary screen, imaging, U2OS cells, beta-arrestin-GFP redistribution (AID 1961); U2OS GPR55 beta-arrestin-GFP redistribution imaging; higher % means a stronger effect; activation, % at 10 µM; hits with a dose series show EC50 in µM; 0.048% of 290,000 active;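 active = activation above 40% with more than 50 cells counted in the well; inconclusive = wells holding fewer than 50 cells, flagged as toxic or sparse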;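 also: U2OS osteosarcoma cells stably expressing GPR55 and beta-arrestin-GFP; plate controls were DMSO negative control for no effect and LPI positive control for full effect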
SV40 large T antigen = SV40 large T antigen inhibitors, biochemical (AID 1903); SV40 large T antigen ATPase/helicase inhibition assay; higher % means a stronger effect; inhibition, % at 20 µM, or IC50 in µM where a hit was titrated; 0.39% of 310,000 active; in the data active = a potency from the dose series; inconclusive = inhibition mostly from about 32% at the one dose, without a potency; inactive = the rest, 99 in 100 with inhibition below about 32%; also: strong numbers were not always called active
Lipid droplet = modulators of hepatic lipid droplet formation; AID 1656; 0.4% of 240,000 active; AML12 mouse hepatocytes, oleate lipid droplets, BODIPY imaging; inhibition, % at 6.5 µM;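 active = lipid droplet intensity inhibited by at least 50%, with more than 500 cells counted; inconclusive = wells with under 300 cells, treated as cytotoxic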
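Material – AML12 mouse liver cells · Also added – oleate loading, 100 µM · Compound dosing – 6.5 µM single-point dosing · Times – overnight treatment with compound plus oleate · Measured by – fluorescence imaging, 20x objective, two fields per well · Read-out – percent inhibition of filter-corrected integrated lipid droplet intensity per well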
T cell modulator = modulates CD8 T cell binding to vesicles. 2C CD8+ T cell-vesicle binding, flow cytometry; hits give low values. calls only at 7 µM. 0.068% of 330,000 active;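 active = response, share of CD8 T cells binding vesicles, and their 90th percentile fluorescence all below set limits, cut at about 80% in these data, passing the limit was not always enough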
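Material: murine 2C transgenic CD8+ T lymphocytes / Also added: QL9-peptide-loaded Drosophila micro-vesicles bearing Ld, ICAM-1 and B7-1 / Schedule: binding step 1.5 h, 37 °C, antibody labelling 20 min, ice / Signal: flow cytometry, PE anti-B7-1 (FL2) versus Alexa647 anti-CD8 (FL8), PFA-fixed / Evaluation: percent CD8+ FL2 mean versus row control / Benchmarks: naked versus QL9-loaded vesicles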
Rac1 GTP hydrolysis = MgcRacGAP GTPase-activating activity inhibitors, confirmation, biochemical, ADP Hunter fluorescence; MgcRacGAP-stimulated Rac1 GTP hydrolysis, ADP Hunter fluorescence; higher % means a stronger effect; GST-tagged Rac1 F28L mutant substrate; inhibition, % at 30 µM; hits with a dose series show IC50 in µM; 0.6% of 340,000 active; AID 624330;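 active = first-screen hits whose inhibition reached a set limit at any dose in the follow-up dose series; inconclusive = inhibition above the set first-screen limit but never retested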;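 also: fluorescence reports GDP produced by GAP-driven GTP hydrolysis; strong numbers were not always called active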
GPR55 LPI antagonism = GPR55 antagonists blocking LPI-driven arrestin recruitment, primary screen, imaging, U2OS, beta-arrestin-GFP, LPI agonist (AID 2013). U2OS GPR55 beta-arrestin-GFP translocation imaging, LPI antagonism; higher % means a stronger effect. 0.13% of 290,000 active. one-dose inhibition, % at 10 µM; IC50 in µM for titrated hits;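 active = spots per cell inhibited over 60%, with over 100 cells counted and total cytoplasm intensity under 500,000; inconclusive = wells with under 100 cells, flagged as likely toxic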;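 also: U2OS cells stably carrying GPR55 and arrestin-GFP stimulated by 5 µM LPI near EC80; imaged beta-arrestin-GFP aggregate spots per cell after agonist stimulation; plate controls were LPI-stimulated DMSO wells for no effect and DMSO wells without LPI for full effect; some results filed as inactive read as strong as hits; confirmed hits need IC50 under 10 µM and bright autofluorescent wells are also inconclusive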
Lipid droplet cells 6.5 µM = further read-out of Lipid droplet, marked with its call; cell count; measured here: cell count, cytotoxicity flag;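 cells counted across two imaged fields per well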
T cell modulator vesicle-bound % = also measured in T cell modulator; calls as there; double positive events, %; measured here: CD8+ vesicle-bound cell fraction;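 binding gate set so that unloaded-vesicle control wells show 10% double positive cells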
NTR1 ag cell count 20 µM = recorded beside NTR1 ag, whose call it bears; cell count; measured here: cell count, cytotoxicity flag
The depositor's hits bear a star.

Screening C#CCOCCOCCOCCNc1nc(N2CCN(C(=O)[C@H](CCCCN)n3cc([C@@H](N)C(C)CC)nn3)CC2)nc(N2CCN(C(=O)[C@H](Cc3cc4ccccc4[nH]3)n3cc([C@@H](N)CC(C)C)nn3)CC2)n1 (some centres undefined) returned GPR35 antagonists 2%, LYP inhibition -26%, NTR1 ag 4.0, GPR55 beta-arrestin 0.2%, SV40 large T antigen 30%, Lipid droplet -4, T cell modulator inactive, Rac1 GTP hydrolysis inconclusive, GPR55 LPI antagonism 8%, Lipid droplet cells 6.5 µM 708, T cell modulator vesicle-bound % 34 and NTR1 ag cell count 20 µM 63.
Screening NC(=O)C1CCN(C(=O)CCc2nc3sc4c(c3c(=O)[nH]2)CCCC4)CC1 returned NTR1 ag -0.4, SV40 large T antigen 17%, T cell modulator inactive, Rac1 GTP hydrolysis 4%, T cell modulator vesicle-bound % 42 and NTR1 ag cell count 20 µM 76.
`Nc1ncnc(Nc2cccc(Cl)c2Cl)n1` gave GPR35 antagonists -11%, LYP inhibition -5%, NTR1 ag -0.5, GPR55 beta-arrestin 0.4%, SV40 large T antigen 22%, Lipid droplet 3, T cell modulator inactive, Rac1 GTP hydrolysis 3%, GPR55 LPI antagonism -3%, Lipid droplet cells 6.5 µM 734, T cell modulator vesicle-bound % 62 and NTR1 ag cell count 20 µM 92.
For CC1(C)NC(=O)N(CNc2cc(Cl)ccc2Cl)C1=O the results were GPR35 antagonists -4%, LYP inhibition -3%, NTR1 ag -2.4, GPR55 beta-arrestin 0.6%, SV40 large T antigen 9%, Lipid droplet 5, T cell modulator inactive, Rac1 GTP hydrolysis 3%, GPR55 LPI antagonism 2%, Lipid droplet cells 6.5 µM 687, T cell modulator vesicle-bound % 25 and NTR1 ag cell count 20 µM 96.
`COc1cc2c(=O)nc3n(c2cc1OC)C(c1ccccc1)N=C(N)N3` (centres undefined) gave GPR35 antagonists -20%, LYP inhibition 2%, GPR55 beta-arrestin -0.1%, SV40 large T antigen -8%, Lipid droplet -3, GPR55 LPI antagonism -10% and Lipid droplet cells 6.5 µM 657.
`O=C(N/C(=C\c1ccc(Br)cc1)C(=O)N1CCOCC1)c1ccc(Br)o1` gave GPR35 antagonists 4%, LYP inhibition -11%, NTR1 ag -0.6, GPR55 beta-arrestin -0.1%, SV40 large T antigen 3%, Lipid droplet 0, T cell modulator inactive, Rac1 GTP hydrolysis -2%, GPR55 LPI antagonism -12%, Lipid droplet cells 6.5 µM 635, T cell modulator vesicle-bound % 6 and NTR1 ag cell count 20 µM 52.
Screening COc1ccc2cc(Br)ccc2c1CC(=O)NCCCN1CCOCC1 returned NTR1 ag -0.9, SV40 large T antigen 14%, T cell modulator inactive, Rac1 GTP hydrolysis 7%, T cell modulator vesicle-bound % 43 and NTR1 ag cell count 20 µM 42.
`Cc1ccccc1NC(=O)CN1C(=O)NC(C)(c2ccc3c(c2)OCO3)C1=O` (centres undefined) gave GPR35 antagonists -16%, LYP inhibition -6%, NTR1 ag -1.5, GPR55 beta-arrestin -0.2%, SV40 large T antigen 0%, Lipid droplet 14, T cell modulator inactive, Rac1 GTP hydrolysis 12%, GPR55 LPI antagonism 10%, Lipid droplet cells 6.5 µM 775, T cell modulator vesicle-bound % 33 and NTR1 ag cell count 20 µM 35.
COc1ccc(CCNC(=O)c2csc3c2CCCC3)cc1 was read as GPR35 antagonists 10%, LYP inhibition -4%, NTR1 ag -0.8, GPR55 beta-arrestin -0.5%, SV40 large T antigen 2%, Lipid droplet 2, T cell modulator inactive, Rac1 GTP hydrolysis 0%, GPR55 LPI antagonism 8%, Lipid droplet cells 6.5 µM 709, T cell modulator vesicle-bound % 42 and NTR1 ag cell count 20 µM 62.
For COCCCNC(=S)NNC(=S)Nc1ccc(OC)cc1 the results were GPR35 antagonists -5%, LYP inhibition -2%, NTR1 ag -1.0, GPR55 beta-arrestin 0.4%, SV40 large T antigen 30%, Lipid droplet -9, T cell modulator inactive, GPR55 LPI antagonism -8%, Lipid droplet cells 6.5 µM 699, T cell modulator vesicle-bound % 40 and NTR1 ag cell count 20 µM 57.
Screening Cc1scc(C(=O)NNC(=S)NCC2CCCO2)c1C (centres undefined) returned GPR35 antagonists 23%, LYP inhibition -6%, NTR1 ag -3.0, GPR55 beta-arrestin 0.0%, SV40 large T antigen 12%, T cell modulator inactive, Rac1 GTP hydrolysis 4%, GPR55 LPI antagonism -1%, T cell modulator vesicle-bound % 56 and NTR1 ag cell count 20 µM 88.
`CCCCOC(=O)c1ccc(NC(=O)Nc2ccc(OC)c(OC)c2)cc1` gave GPR35 antagonists -4%, LYP inhibition -2%, NTR1 ag 0.8, GPR55 beta-arrestin 0.2%, SV40 large T antigen 55%, Lipid droplet 6, T cell modulator inactive, Rac1 GTP hydrolysis 12%, GPR55 LPI antagonism -2%, Lipid droplet cells 6.5 µM 751, T cell modulator vesicle-bound % 40 and NTR1 ag cell count 20 µM 20.
For Cc1ccc(C)c2[nH]c(=O)c(CN(CC3CCCO3)C(=O)NC3CCCCC3)cc12 (centres undefined) the results were GPR35 antagonists -1%, LYP inhibition 2%, NTR1 ag 2.5, GPR55 beta-arrestin 0.6%, SV40 large T antigen -1%, Lipid droplet -10, T cell modulator inactive, Rac1 GTP hydrolysis 0%, GPR55 LPI antagonism -13%, Lipid droplet cells 6.5 µM 665, T cell modulator vesicle-bound % 22 and NTR1 ag cell count 20 µM 86.
For O=C(COC(=O)c1cncc(Br)c1)NC1CC1 the results were GPR35 antagonists 5%, LYP inhibition -13%, NTR1 ag 0.5, GPR55 beta-arrestin -0.1%, SV40 large T antigen 4%, Lipid droplet 14, T cell modulator inactive, Rac1 GTP hydrolysis 3%, GPR55 LPI antagonism 9%, Lipid droplet cells 6.5 µM 802, T cell modulator vesicle-bound % 50 and NTR1 ag cell count 20 µM 86.
O=C(N/N=C/c1sc(N2CCOCC2)nc1-c1ccccc1)c1cccc(S(=O)(=O)N2CCOCC2)c1 was read as GPR35 antagonists -8%, LYP inhibition 4%, NTR1 ag 0.2, GPR55 beta-arrestin -0.3%, SV40 large T antigen 10%, Lipid droplet -1, T cell modulator inactive, Rac1 GTP hydrolysis 11%, GPR55 LPI antagonism -6%, Lipid droplet cells 6.5 µM 713, T cell modulator vesicle-bound % 58 and NTR1 ag cell count 20 µM 47.
For NC(=S)n1[nH]c(-c2ccc([N+](=O)[O-])cc2)c(N=Nc2ccc(O)cc2)c1=O the results were GPR35 antagonists 5%, LYP inhibition -5%, NTR1 ag 2.7, GPR55 beta-arrestin 0.3%, SV40 large T antigen 29%, Lipid droplet 1, T cell modulator inactive, Rac1 GTP hydrolysis 11%, GPR55 LPI antagonism 10%, Lipid droplet cells 6.5 µM 798, T cell modulator vesicle-bound % 25 and NTR1 ag cell count 20 µM 80.
COc1ccccc1NC(=O)CCc1nc2ccccc2s1 was read as GPR35 antagonists -2%, LYP inhibition -4%, NTR1 ag 2.5, GPR55 beta-arrestin -0.7%, SV40 large T antigen -2%, Lipid droplet -9, T cell modulator inactive, Rac1 GTP hydrolysis 4%, GPR55 LPI antagonism -17%, Lipid droplet cells 6.5 µM 683, T cell modulator vesicle-bound % 55 and NTR1 ag cell count 20 µM 29.
For Cc1c(C)c(C)c(CN2CCSCC2)c(C)c1C the results were GPR35 antagonists 18%, LYP inhibition -7%, NTR1 ag -0.1, GPR55 beta-arrestin 0.5%, SV40 large T antigen 7%, Lipid droplet -3, T cell modulator inactive, Rac1 GTP hydrolysis 9%, GPR55 LPI antagonism 6%, Lipid droplet cells 6.5 µM 734, T cell modulator vesicle-bound % 61 and NTR1 ag cell count 20 µM 57.
For C/C(=N/NC(=O)C1COc2ccccc2O1)c1ccco1 (centres undefined) the results were GPR35 antagonists 23%, LYP inhibition -5%, NTR1 ag 0.3, GPR55 beta-arrestin -0.1%, SV40 large T antigen 15%, Lipid droplet 12, T cell modulator inactive, Rac1 GTP hydrolysis 6%, GPR55 LPI antagonism 4%, Lipid droplet cells 6.5 µM 684, T cell modulator vesicle-bound % 41 and NTR1 ag cell count 20 µM 62.
`COC(=O)C(CC(=O)c1ccccc1)CC(=O)c1ccccc1` gave GPR35 antagonists 4%, LYP inhibition -2%, NTR1 ag 1.2, GPR55 beta-arrestin 0.0%, SV40 large T antigen 13%, Lipid droplet -18, T cell modulator inactive, Rac1 GTP hydrolysis 12%, GPR55 LPI antagonism -10%, Lipid droplet cells 6.5 µM 809, T cell modulator vesicle-bound % 31 and NTR1 ag cell count 20 µM 53.
For Cc1cc(C)nc(N2CCC(C(=O)NNC(=O)Cc3ccccc3)CC2)n1 the results were GPR35 antagonists 4%, LYP inhibition -2%, NTR1 ag -0.1, GPR55 beta-arrestin 0.7%, SV40 large T antigen 17%, Lipid droplet -17, T cell modulator inactive, Rac1 GTP hydrolysis 3%, GPR55 LPI antagonism 2%, Lipid droplet cells 6.5 µM 716, T cell modulator vesicle-bound % 32 and NTR1 ag cell count 20 µM 64.
`COc1ccc(-c2cc(Nc3ccccc3NC(=O)C(F)(F)F)n(CCC#N)n2)cc1` gave GPR35 antagonists 0%, LYP inhibition 3%, NTR1 ag 5.7, GPR55 beta-arrestin -0.2%, SV40 large T antigen 10%, Lipid droplet -2, T cell modulator inactive, Rac1 GTP hydrolysis 6%, GPR55 LPI antagonism 4%, Lipid droplet cells 6.5 µM 667, T cell modulator vesicle-bound % 52 and NTR1 ag cell count 20 µM 74.
For COc1ccc(CCNC(=O)c2ccc(N3CCCC3=O)cc2)cc1OC the results were GPR35 antagonists 0%, LYP inhibition -5%, NTR1 ag -2.1, GPR55 beta-arrestin -0.3%, SV40 large T antigen -1%, Lipid droplet 2, T cell modulator inactive, Rac1 GTP hydrolysis 13%, GPR55 LPI antagonism 19%, Lipid droplet cells 6.5 µM 674, T cell modulator vesicle-bound % 21 and NTR1 ag cell count 20 µM 46.
